SNCA expr inhib: reduces expression of the alpha-synuclein gene; HEK-293 SNCA-luciferase knock-in, luminescence, 24 h; Potency, µM (doses to about 57.2 µM), for the others: at the top dose activity change, negative = inhibition, actives largely listed as inhibitors; 0.17% of 140,000 active; AID 1671194;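 further: potency means the concentration at half of the fitted maximal effect; plate controls were DMSO cells for no effect and cell-free wells for full effect; nearly all actives have a fitted effect of over 45% in size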
Luciferase inh: inhibitors of firefly (Photinus pyralis) luciferase; P08659; purified P. pyralis luciferase, luminescence, biochemical; Potency, µM (top dose mostly 115 µM), inactives show at the top dose activity change, negative = inhibition, actives largely listed as inhibitors; 2.5% of 76,000 active; further: potency means the concentration at half of the fitted maximal effect; nearly all actives have a fitted effect of over 65% in size
Target sequence (P08659 whole entry, looked up): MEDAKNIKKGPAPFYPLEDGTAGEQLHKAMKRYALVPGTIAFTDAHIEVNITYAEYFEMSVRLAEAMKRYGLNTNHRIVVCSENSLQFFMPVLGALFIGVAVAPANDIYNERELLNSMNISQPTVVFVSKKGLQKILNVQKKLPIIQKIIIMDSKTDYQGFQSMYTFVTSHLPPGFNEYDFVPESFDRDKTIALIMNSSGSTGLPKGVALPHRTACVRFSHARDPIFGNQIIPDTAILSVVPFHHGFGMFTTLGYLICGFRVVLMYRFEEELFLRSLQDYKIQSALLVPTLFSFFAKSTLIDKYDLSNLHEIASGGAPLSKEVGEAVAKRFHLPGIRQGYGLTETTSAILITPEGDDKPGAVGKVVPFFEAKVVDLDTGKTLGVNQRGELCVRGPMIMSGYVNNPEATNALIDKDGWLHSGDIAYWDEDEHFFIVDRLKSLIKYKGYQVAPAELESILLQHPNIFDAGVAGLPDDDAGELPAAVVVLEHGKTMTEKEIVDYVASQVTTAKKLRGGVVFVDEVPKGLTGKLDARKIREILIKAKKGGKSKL
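Biochemical qHTS: compound (6-point titration) added to 10uM D-luciferin plus 10uM ATP in Tris acetate pH 7.5 buffer with Mg, Tween-20 and BSA, then purified enzyme at 10nM; light output imaged.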
HEK293 tox: kills HEK 293 cells; HEK 293 viability, ATP luminescence (CellTiter-Glo), 48-72 h; Potency, µM (titrated, usually from 115 µM), for the others: top-dose activity change, negative = cytotoxicity, usual class: inhibitors; 6.6% of 94,000 active; AID 1345083; further: potency means the concentration at half of the fitted maximal effect; nearly all actives have a fitted effect of over 60% in size
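HEK 293 cells at 250 cells/well were exposed to compounds by pintool transfer for 48 or 72 hr at 37 degree Celsius, 5% CO2. Viability was read as ATP-coupled luminescence with CellTiter-Glo after 10 min at room temperature.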
IP6K1 inhibitor: IP6K1 kinase inhibition; Q92551; IP6K1 kinase, ADP-Glo luminescence, 2 h; hits give low values; activity change, % (series mostly up to about 58 µM); 0.81% of 140,000 active; AID 1645851; in the data active means activity change below about -25%
Target sequence (Q92551 whole entry, looked up): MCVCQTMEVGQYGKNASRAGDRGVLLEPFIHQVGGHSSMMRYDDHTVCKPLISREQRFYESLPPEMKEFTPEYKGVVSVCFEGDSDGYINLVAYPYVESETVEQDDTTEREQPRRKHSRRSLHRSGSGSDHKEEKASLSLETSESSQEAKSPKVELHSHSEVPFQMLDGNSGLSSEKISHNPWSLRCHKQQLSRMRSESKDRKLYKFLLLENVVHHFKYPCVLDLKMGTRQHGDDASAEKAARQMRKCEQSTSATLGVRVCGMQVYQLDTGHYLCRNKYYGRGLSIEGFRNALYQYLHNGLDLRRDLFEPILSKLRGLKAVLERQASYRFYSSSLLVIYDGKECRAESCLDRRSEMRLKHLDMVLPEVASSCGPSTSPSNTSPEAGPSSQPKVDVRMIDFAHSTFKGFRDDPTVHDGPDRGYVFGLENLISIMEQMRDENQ
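ADP-Glo luminescence measures ADP made by human IP6K1 during a 2 h RT reaction with ATP/IP6 (mix at 1.3 mM/130 uM); top library doses 57.5 and 19.1 uM final.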
3T3 cytotox: kills NIH 3T3 cells | NIH 3T3 viability, CellTiter-Glo ATP luminescence, 48-72 h | Potency, µM (titrated, usually from 96.7 µM), inactives show at the highest dose activity change, negative = cytotoxicity, hits mostly inhibitors | 4.3% of 94,000 active | AID 1345082; further: potency means the concentration at half of the fitted maximal effect; nearly all actives have a fitted effect of over 55% in size
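Cytotoxicity was measured by CellTiter-Glo ATP luminescence after 48 or 72 h compound exposure at 37 °C. Mouse NIH 3T3 fibroblasts were seeded at 400 cells/well and dosed by 23 nL pin transfer.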
SNCA viab count: reduces viability of HEK-293 SNCA reporter cells | AID 1671193 | Potency, µM (series often up to 57.1 µM), without a hit: at the top dose activity change, negative = cytotoxicity, most hits filed as cytotoxic | 0.12% of 150,000 active | HEK-293-SNCA-luc viability, GF-AFC fluorescence, 24 h;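 further: potency means the concentration at half of the fitted maximal effect; 0% = DMSO-treated cells and -100% = medium-only wells without cells; nearly all actives have a fitted effect of over 30% in size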
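Cytotoxicity counterscreen: after 24 h compound treatment of genome-edited SNCA-luciferase HEK-293 cells, live-cell protease substrate GF-AFC read by fluorescence after 30 min; activity scaled between DMSO (0%) and medium-only (-100%), curves Hill-fitted.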
GPT2 inhibitor: inhibitors of human GPT2 alanine aminotransferase | Q8TD30 | Recombinant GPT2, coupled pyruvate oxidase/HRP Amplex Red fluorescence | Potency, µM (top dose mostly 57.7 µM), inactives show at the top dose activity change, negative = inhibition, actives largely listed as inhibitors | 0.25% of 100,000 active | AID 1671188; further: potency means the concentration at half of the fitted maximal effect; nearly all actives have a fitted effect of over 60% in size; many of its hits are not listed in these tables
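Recombinant GPT2 (10ng/uL) with 250uM a-KG and 2mM L-alanine, 30 min at room temperature, in HEPES pH 7.5 buffer. Pyruvate detected by pyruvate oxidase/HRP/Amplex Red fluorescence after 30 min in the dark; AOA (50uM) as positive control.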
Active calls of the source: *; i = inactive; ? = inconclusive; nt = not tested or not shown; [ ] = remark or other dose. Unless noted, the call rests on the fitted dose curve; in most records, active means well fitted curve in the direction sought with a large enough effect; inconclusive means small, poorly fitted or top-dose-only effect, or another doubt; inactive means no such curve, though single readings can be large; an effect the other way counts as inactive or inconclusive. Unless noted, on the % scale 0 is the no-effect control and ±100 the full control effect.

mol | SNCA expr inhib | Luciferase inh | HEK293 tox | IP6K1 inhibitor | 3T3 cytotox | SNCA viab count | GPT2 inhibitor
COc1ccc(OC)c(CNC(=O)C2Cn3cccc3C(=O)N2Cc2cccnc2)c1 (stereo unspecified) | -14% | -2% | -15% | -12 | 1% | -22% | -7%
CCc1nc(-c2c3n(c(=O)n(Cc4ccc(OC)c(F)c4)c2=O)CCCCC3)no1 | -10% | -3% | 9% | 28 | -9% | -1% | -6%
COCCNC(=O)[C@@H]1C[C@@H](O)CN1C1CCN(C(=O)COc2ccc(F)cc2)CC1 | 3% | 0% | i | 10 | 0% | -23% | i
CCc1ccccc1Nc1nn2c(=O)c3ccc(C(=O)NCCc4ccccc4)cc3nc2s1 | ? | nt | nt | -4 | nt | -6% | nt
Cc1ccc(Nc2ccnc(N3CCCC3C(=O)N3CCN(C)CC3)n2)cc1 (stereo unspecified) | -10% | nt | -29% | -10 | -26% | 1%[12.5 µM] | i
COc1ccc(C)cc1-n1cnc2cc(C(=O)NC3CCCCCC3)ccc21 | -15% | nt | nt | 16 | nt | -7% | nt
O=C(CSc1nc(=O)[nH]c2c1CCC2)Nc1cc(C(F)(F)F)ccc1Cl | 24% | nt | nt | 8 | nt | -1% | nt
CCCCOC(=O)c1ccc(Nc2nnc(-n3nc(C)cc3C)c3ccccc23)cc1 | -17% | nt | nt | -12 | nt | ? | nt
COc1ccc(-c2nc3cc(C(=O)NC4CCCCCC4)ccc3o2)cn1 | -9%[87.6 µM] | nt | ? | 15 | -28%[138 µM] | -1%[87.6 µM] | -16%[88.5 µM]
Cc1cc(C)cc(C(=O)N2CCC(c3n[nH]c(=O)n3-c3ccccc3)CC2)c1 | -16% | -6% | -22% | -7 | -42% | 3% | i
O=C(O)Cn1nc(C2CC2)nc1CCCN1CCCC1=O | ? | 8% | -5% | 17 | 0% | -7% | -4%
CC(C)N1C(=O)C2(CCCC2)C1C(=O)NCCN1CCC(N2CCCCC2)CC1 (stereo unspecified) | 18% | -5% | -13% | 5 | 4% | 0% | i
COc1cc(Cl)c(C)cc1NC(=O)Cn1ccn2nc(-c3ccc(F)cc3)c(CO)c2c1=O | ? | 3% | ? | 11 | ? | -5% | i
CN1C(=O)c2ccccc2Sc2ccc(NC(=O)NCc3ccc(Cl)cc3)cc21 | ? | nt | nt | -13 | nt | -28% | nt
CCn1cc(CN2C[C@@H](CO)[C@H](NC(=O)COC)C2)c2ccccc21 | 13% | -4% | 5% | -1 | i | ? | 2%
CCCN(CC1CC1)C(=O)c1ccc2c(c1)C(O)CCCCCN2CCOC (stereo unspecified) | 1% | -16% | 79µM* | -2 | ? | -10% | 0%
C[C@@H](NC(=O)Cc1ccccc1)c1onc(-c2ccc(F)cc2)c1C(=O)O | 23%[87.6 µM] | 1%[172 µM] | i | 2 | i | 1%[87.6 µM] | -5%[88.5 µM]
CCc1csc(CNC(=O)c2ccc(N3CC[C@H](O)C3)nc2)n1 | 20% | 6% | -4% | -8 | i | -4% | i
O=C(NCc1ccc(F)cc1)C1(CCO)CC12CCOCC2 (stereo unspecified) | -24% | -9% | -12% | 19 | -3% | -4% | -7%
COCc1nc(-c2ccc(OC3CCN(C(=O)Cc4c[nH]c5ccccc45)C3)cc2)no1 (stereo unspecified) | 6% | -3% | 35µM* | 5 | ? | -8% | 3%
COC(=O)c1cc(NC(=O)c2ccc(-c3ccc(Cl)cc3Cl)o2)cc(C(=O)OC)c1 | -19% | nt | nt | 1 | nt | 7% | nt
Cc1ccc(C)c(S(=O)(=O)c2nnn3c2nc(N2CCOCC2)c2ccccc23)c1 | 27% | nt | -13% | 3 | ? | 0% | -27%
COc1ncccc1-c1cnc2[nH]cc(CC(=O)Nc3ccccc3)c2c1 | 30%[87.6 µM] | -5%[172 µM] | ? | -2 | 40µM* | ? | -13%[88.5 µM]
CCOc1cc(C(=O)N(Cc2nc(-c3ccc(C)cc3)no2)C(C)C)cc(OCC)c1OCC | 36%[activator] | nt | nt | 0 | nt | -14% | nt
COc1ccc(NC(=O)O[C@@H]2CO[C@H]3[C@@H]2OC[C@@H]3n2nnnc2Sc2ccccc2)cc1 | 2% | -23% | ? | -10 | ? | -12% | 1%
O=C(Nc1ccccc1)N1CCC2(CC1)SCC(=O)N2c1ccccc1 | 1% | -6% | -4% | -10 | -10% | 7% | -18%
Cc1nc(N2CCOCC2)c2c(C(=O)N3CCN(c4ccccc4)CC3)c(C)oc2n1 | 29% | nt | nt | -19 | nt | 8% | nt
COCCNCc1ccc(-c2cc3nccc(Oc4ccc(NC(=O)C5(C(=O)Nc6ccc(F)cc6)CC5)cc4F)c3s2)nc1 | nt | nt | nt | -2 | nt | ? | -2%
Cc1csc2c(N[C@@H](C)CN3CCN(S(=O)(=O)c4ccc(Cl)c(Cl)c4)CC3)ncnc12 | nt | nt | nt | 11 | nt | -35% | 2%
CCc1ccc(S(=O)(=O)NCc2ccc3c(c2)CCN3C(=O)c2ccc(C)cc2)cc1 | 84%[activator] | nt | nt | 1 | nt | -11% | nt
O=C(c1ccoc1)N1CCC2(CC1)N=C(c1cccc(Br)c1)NO2 | -26% | 4% | -8% | 12 | -18% | -4% | i
CCc1c(CN2CCN(c3cccc(C)c3C)CC2)csc1C | -11% | nt | nt | 13 | nt | -2% | nt
COc1cc(SC)ccc1C(=O)N[C@@H]1C=C(C(=O)N[C@H](CC(C)C)C(N)=O)C[C@@H](O)[C@@H]1O | 4% | -6% | 3% | -11 | 2% | 0% | i
COCc1nc(C2CCCN(C(=O)c3ccc(OC)cc3)C2)no1 (stereo unspecified) | 4% | -4% | 4% | 25 | 3% | -3%[12.5 µM] | i
O=C(c1cnc2n[nH]c(-c3ccccc3)c2n1)N1CCN(c2ccccn2)CC1 | ? | 0%[172 µM] | 71µM* | 9 | ? | -6%[87.6 µM] | -12%[88.5 µM]
CCNC(=O)N1CCCC1c1noc(CCC(=O)NC(C)C)n1 (stereo unspecified) | 8% | -4% | 7% | 6 | 4% | 7% | i
C[C@H](O)c1onc(-c2ccc(F)cc2)c1C(=O)NC1CCC1 | -5%[87.6 µM] | 11%[172 µM] | ? | -2 | -7%[174 µM] | 3%[87.6 µM] | -3%[88.5 µM]
COc1ccc(N2CC(NC(=O)c3c(F)cccc3Cl)CC2=O)cc1OC (stereo unspecified) | 18% | nt | nt | 21 | nt | -6% | nt
Cc1ccc(CSc2ncc(Cl)c(C(=O)Oc3ccc(F)cc3)n2)cc1 | -7% | nt | nt | -25* | nt | -1% | nt
O=C1NCCN2CC3(CCN(C(=O)NCc4ccccc4)CC3)CC12 (stereo unspecified) | -9% | 3% | 1% | 8 | -10% | 6% | 4%

Single records, from the list above. Screens in order: SNCA expr inhib, Luciferase inh, HEK293 tox, IP6K1 inhibitor, 3T3 cytotox, SNCA viab count, GPT2 inhibitor
C[C@H](O)c1onc(-c2ccc(F)cc2)c1C(=O)NC1CCC1 reads -5%[87.6 µM], 11%[172 µM], ?, -2, -7%[174 µM], 3%[87.6 µM], -3%[88.5 µM]
Cc1csc2c(N[C@@H](C)CN3CCN(S(=O)(=O)c4ccc(Cl)c(Cl)c4)CC3)ncnc12 reads nt, nt, nt, 11, nt, -35%, 2%

More compounds
mol | SNCA expr inhib | Luciferase inh | HEK293 tox | IP6K1 inhibitor | 3T3 cytotox | SNCA viab count | GPT2 inhibitor
O=C(CSc1nnc(-c2ccc(Cl)cc2)c(-c2ccc(Cl)cc2)n1)NC1CCCC1 | 37%[activator] | nt | nt | -9 | nt | 1% | nt
COC[C@H]1CCCN1Cc1nc(C2(O)CCN(Cc3ccc(F)cc3)CC2)cs1 | -45%[87.6 µM] | -4%[172 µM] | ? | 4 | -12%[174 µM] | -12%[87.6 µM] | 1%[88.5 µM]
O[C@@H]1[C@@H](Cn2cc(C3CC3)nn2)C[C@@H](NCc2nccs2)[C@@H]1O | 2% | 0% | 3% | 7 | i | -5% | i
O=C(c1ccncc1)N1CC[C@H]2COC(=O)N2c2cc(F)ccc2C1 | -24%[87.6 µM] | 0%[172 µM] | 0%[172 µM] | 0 | -4%[174 µM] | 1%[87.6 µM] | 1%[88.5 µM]
Cc1c(-c2cccc(NC(=O)Nc3ccccc3)c2)nc2ncccn12 | 15% | nt | nt | 1 | nt | 9% | nt
O=C(C1CC1)N1CC(Oc2ccccc2-c2nc(-c3cnccn3)no2)C1 | -26% | -9% | 6% | 6 | i | -23% | -4%
COc1ccc(N2CCN(C3CCCN(CC=C(C)C)C3)CC2)cc1 (stereo unspecified) | -18% | -7% | -7% | 8 | -16% | -1% | ?
Cc1cccc(/C=C(\C#N)c2nc3ccccc3c(=O)[nH]2)c1 | 11% | nt | nt | 4 | nt | -15% | nt
CCN1CCC2(CC1)Cc1ccccc1CN(C(=O)C1CCCC1)C2 | -5% | nt | ? | 11 | -20% | -3% | i
CN1[C@H](C(=O)O)C[C@H](C(=O)NCC2(CO)CCCC2)[C@@H]1c1ccccc1F | -23% | -12% | 2% | 15 | -13% | 10% | ?
O=C(c1cccc(F)c1)N1CCC(N2CC3CC(C2)[C@H]2CCCC(=O)N2C3)CC1 (stereo partly specified) | -17% | 9% | 2% | -5 | i | 2% | i
CN(C)C[C@@H]1CN(c2ccccn2)C[C@H]1NC(=O)Cn1c(=O)oc2ccccc21 | 13% | 8% | -18% | 19 | -12% | 4% | -11%
Cc1oc(C)c2c(=O)cc(-c3ccc4c(c3)OCO4)cc(OC(=O)c3ccccc3Br)c12 | 10% | nt | nt | -1 | nt | -6% | nt
Cc1cc(C)c(NC(=O)Cn2cccc2-c2nc(-c3ccc(F)cc3)no2)c(C)c1 | -8% | 6% | 10% | 0 | 1% | 7% | -3%
CCOC(=O)C1CCCN(C(=O)c2ccc3c(c2)N(Cc2ccccc2F)C(=O)c2ccccc2S3=O)C1 (stereo unspecified) | -5% | nt | nt | 9 | nt | -5% | nt
CC(C)(CNc1ccc(-c2nc(C3CC3)no2)cn1)N1CCOCC1 | 59%[activator] | -2% | -26% | -1 | -30% | 3% | i

Two of the compounds above, with two lines to a compound.
Value order: SNCA expr inhib, Luciferase inh, HEK293 tox, IP6K1 inhibitor, 3T3 cytotox, SNCA viab count, GPT2 inhibitor
O=C(C1CC1)N1CC(Oc2ccccc2-c2nc(-c3cnccn3)no2)C1
 : -26%, -9%, 6%, 6, i, -23%, -4%
COc1ccc(N2CCN(C3CCCN(CC=C(C)C)C3)CC2)cc1 (stereo unspecified)
 : -18%, -7%, -7%, 8, -16%, -1%, ?

Assay outcomes: PubChem BioAssay, National Center for Advancing Translational Sciences (NCATS)

Some of the compounds tested. The share of hits here may be higher or lower than overall.
